Bioassay records deposited in PubChem by several laboratories.
LYP inhibition: inhibitors of LYP phosphatase, biochemical, fluorescence intensity, uHTS (AID 1779); inhibition, % at 11.5 µM; hits with a dose series show IC50 in µM; recombinant LYP phosphatase, fluorescence intensity; higher % means a stronger effect; actives 0.054% (n = 290,000);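 note: plate controls were vehicle with enzyme for no effect and no enzyme for full effect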
Myeloid diff MLP: induction of myeloid progenitor differentiation, primary screen, cell-based, flow cytometry, MLPCN library; ER-HoxA9 myeloid progenitors, lysozyme-GFP differentiation; calls only at 10 µM; actives 1% (n = 360,000); AID 624256, 2012;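 active = normalized GFP-positive differentiation at or above the plate's own cutoff, the solvent-only control mean plus 3 SD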;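 note: cells exposed to compound for four days before flow analysis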
P. falciparum M1AAP: P. falciparum M1AAP inhibitors, biochemical, fluorogenic H-Leu-NHMec substrate, 1536-well (AID 1445). Aminopeptidase N (Plasmodium falciparum (isolate 3D7)). recombinant M1AAP, H-Leu-NHMec fluorogenic kinetic assay; higher % means a stronger effect. inhibition, % at 30 µM, or IC50 in µM where a hit was titrated. actives 0.42% (n = 220,000);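 active = primary inhibition above the hit cutoff, then over 50% inhibition at one or more dose response concentrations, cut at about 23% in these data, passing the limit was not always enough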;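 note: plate controls were DMSO full reaction for no effect and no enzyme background for full effect; strong numbers were not always called active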
TNAP activators: human TNAP enzyme activators, primary screen, biochemical, luminescent, no phosphate acceptor, uHTS (AID 1001); Alkaline phosphatase, tissue-nonspecific isozyme (Homo sapiens); actives 0.03% (n = 200,000); activation fold at 20 µM; hits with a dose series show EC50 in µM; purified TNAP, luminescent activation assay, no phosphate acceptor; higher activation fold means a stronger effect; in the data active = activation fold from about 3, or a potency from the dose series; inactive = the rest, 99 in 100 with activation fold below about 1.6; note: many of its hits are not listed in these tables
P. falciparum M17LAP: P. falciparum M17LAP inhibitors, primary screen, biochemical, fluorogenic H-Leu-NHMec substrate, 1536-well (AID 1619); Leucine aminopeptidase (Plasmodium falciparum (isolate 3D7)); recombinant M17LAP, H-Leu-NHMec fluorogenic kinetic assay; higher % means a stronger effect; inhibition, % at 30 µM, or IC50 in µM where a hit was titrated; actives 0.38% (n = 220,000);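 active = compound inhibiting the enzyme by more than half at any dose during confirmatory dose-response retesting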;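 note: plate controls were full reaction with DMSO carrier for no effect and no enzyme background for full effect; strong numbers were not always called active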
XIAP antagonists: XIAP antagonists, biochemical, IAP family, fluorescence polarization (AID 1018). E3 ubiquitin-protein ligase XIAP (Homo sapiens). XIAP BIR domain, fluorescence polarization peptide displacement; higher % means a stronger effect. displacement, % at 20 µM, or IC50 in µM where a hit was titrated. actives 0.007% (n = 200,000); in the data active = displacement above about 50%; note: a part of the inactive calls stands beside numbers as strong as those of hits
human PMI inhibition: inhibitors of human PMI, primary screen, biochemical, fluorescence intensity, coupled assay (AID 1209) | Mannose-6-phosphate isomerase (Homo sapiens) | purified PMI enzyme, coupled fluorescence intensity; higher % means a stronger effect | inhibition, % at 20 µM; hits with a dose series show IC50 in µM | actives 0.42% (n = 190,000);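 note: plate controls were DMSO vehicle for no effect and wells lacking substrate for full effect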
CSM14.1 death rescue: rescue of cells from ER stress-induced death, primary screen, 384-well, CSM14.1, thapsigargin, ATP luminescence (AID 1222); CSM14.1 thapsigargin-induced death rescue, ATP luminescence; higher % means a stronger effect; cellular ATP content (survival), % at 20 µM; hits with a dose series show EC50 in µM; 190,000 tested, under 10 active;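 active = EC50 below 50 µM in the dose-response confirmation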;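 note: death triggered by thapsigargin at about 15 µM added after 2 h compound pretreatment; cell ATP read after overnight thapsigargin exposure of roughly 18 to 22 hours; normalized against plate controls of thapsigargin alone and 5% DMSO vehicle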
PMI inhibition: human PMI inhibitors, high substrate, primary screen, biochemical, fluorescence intensity, high mannose 6-phosphate (AID 1220); Mannose-6-phosphate isomerase (Homo sapiens); recombinant PMI enzyme, coupled fluorescence intensity; higher % means a stronger effect; inhibition, % at 20 µM; hits with a dose series show IC50 in µM; actives 0.66% (n = 190,000)
Myeloid diff MLP GFP+ MAC1+ %: further read-out of Myeloid diff MLP, marked with its call; GFP+ MAC1+ double positive, %; measured here: differentiation confirmed by MAC1 staining
An asterisk follows results filed as active; i = inactive; · = not tested or not shown. Cut-off read from the data, not from the text of the source, unless noted: active = inhibition above about 50%; inactive = the rest.

The line under a structure holds: LYP inhibition	XIAP antagonists	Myeloid diff MLP	Myeloid diff MLP GFP+ MAC1+ %	PMI inhibition	P. falciparum M17LAP	human PMI inhibition	CSM14.1 death rescue	P. falciparum M1AAP	TNAP activators
- CC(C)(C)C(=O)[C@H]1[C@H](c2ccccc2)[C@@]2(N=C(c3ccccc3)OC2=O)C2c3ccccc3C=NN21 (stereo partly drawn)
 : 3%	-4.6%	i	0.3	7%	7%	3%	-0.6%	8%	0.8
- COc1ccc(NC(=O)CN(C)S(=O)(=O)c2ccccc2)cc1
 : -8%	-5.8%	i	0.8	-2%	-7%	-3%	-0.7%	2%	1.2
- OCc1cn(-c2ccccc2)nc1-c1ccco1
 : -9%	-2.1%	i	6.0	-8%	25%	-3%	-1.8%	29%	1.1
- CC(C)CN(C(=O)CCc1ccccc1)c1c(N)n(CC(C)C)c(=O)[nH]c1=O
 : 0%	-3.0%	i	0.3	-2%	2%	5%	-0.6%	4%	1.2
- CCCCn1nc2cc(C(=O)NCCc3cccs3)ccc2c1OCC
 : -18%	-1.2%	i	1.8	6%	-5%	1%	-1.0%	5%	1.1
- O=C(O)c1cc([N+](=O)[O-])c(NCCC2=CCCCC2)c([N+](=O)[O-])c1
 : -5%	2.4%	i	0.6	8%	16%	-1%	0.9%	9%	1
- COc1ccc(N2C(=O)CCC(C(=O)N3CCN(c4ccccn4)CC3)C2c2ccc(F)cc2)cc1 (stereo not drawn)
 : -10%	-2.8%	i	0.2	-3%	-2%	0%	-0.8%	3%	1.1
- Cc1cccc(/C(N)=N/OC(=O)CCC2CCCCC2)c1
 : 0%	-3.8%	i	0.4	4%	-6%	4%	-0.4%	-2%	1.2
- CC(Sc1ccc(Cl)cc1)C(=O)NCC1CCCO1 (stereo not drawn)
 : -10%	-3.1%	i	0.7	-11%	6%	0%	-0.7%	1%	1.2
- O=C(O)COc1c(-c2ccco2)oc2ccccc2c1=O
 : 5%	-5.1%	i	0.6	-8%	-9%	-21%	-4.3%	9%	1.1
- CCn1c(O)c2ccc(C(=O)N=NC(=O)c3cccnc3)cc2c1O
 : -12%	0.0%	i	1.3	0%	-1%	-3%	-1.0%	2%	1.1
- CCOC(=O)N1CCN(C(=O)c2cnn3c(C)c(Cc4ccc(C)cc4)c(C)nc23)CC1
 : -4%	-2.9%	i	0.9	1%	-14%	-3%	-1.1%	10%	1.1
- CCCNC(=O)CSc1nc(-c2cccs2)cc(C(F)(F)F)n1
 : -3%	-1.8%	i	1.4	8%	10%	6%	-0.5%	2%	1
- CCOC(=O)c1cccc(NC(=O)/C(=C\c2ccccc2)NC(=O)c2ccccc2Cl)c1
 : 3%	-1.8%	i	2.0	-4%	-7%	-2%	-1.7%	-1%	1.1
- COc1cccc(CN2CCN(C(=O)c3cccc4ccccc34)CC2)c1OC
 : 2%	-2.5%	i	5.7	12%	11%	20%	-1.8%	-1%	1.1
- O=C(CC1N=C2c3ccccc3N=C(SCc3ccccc3Cl)N2C1=O)NCc1ccco1 (stereo not drawn)
 : 7%	-8.7%	i	1.1	21%	6%	26%	-2.7%	21%	1.3
- CCOC(=O)C1=C(C)N(CCO)C(=O)NC1c1cccc(O)c1 (stereo not drawn)
 : -1%	-2.7%	i	1.7	-8%	16%	-3%	-0.6%	1%	1.2
- CCC(Sc1nc2sc(C(=O)OC)c(C)c2c(=O)n1N)C(=O)N(CC)CC (stereo not drawn)
 : -1%	-15%	i	3.0	-4%	-3%	4%	-0.3%	3%	1.1
- Cc1cccnc1NC(=S)NCCc1ccccc1
 : 2%	-0.2%	i	0.4	5%	-7%	26%	2.5%	-2%	1
- O=C(Nc1cccnc1)c1ccc2c(c1)OCO2
 : -3%	-0.2%	i	2.0	6%	5%	14%	-1.9%	7%	1.2
- COc1ccc(N(CC(=O)N2c3ccccc3CC2C)S(=O)(=O)c2c(C)nn(C)c2C)cc1 (stereo not drawn)
 : -4%	-4.8%	i	2.2	4%	2%	2%	-0.5%	4%	0.8
- CCOc1ccc(C2=Nn3c(nnc3-c3cccnc3)SC2)cc1
 : -5%	-3.3%	i	0.1	-5%	5%	-4%	1.8%	5%	0.9
- Cc1ccc(Cc2nnc3n(-c4ccccc4)nc(C(=O)c4ccccc4)n3c2=O)cc1
 : 4%	-1.7%	i	0.9	16%	-12%	19%	4.9%	2%	1
- CC1CCN(S(=O)(=O)c2ccc3c(c2)N(CC(=O)NCc2cccnc2)C(=O)CS3)CC1
 : -2%	-12%	i	0.3	-7%	5%	-20%	-2.5%	1%	1
- COc1ccc(NC(=O)Cn2c(=O)n(-c3ccccc3)c(=O)c3oc4ccccc4c32)c(OC)c1
 : -8%	-1.2%	i	0.6	-9%	-8%	-6%	-0.1%	0%	1
- COc1ccc(CCNC(=O)CSc2nnc(CNC(=O)c3ccccc3F)o2)cc1OC
 : -11%	-5.5%	i	0.3	1%	11%	2%	3.5%	4%	1.1
- COc1ccccc1NC(=O)CN1CCN(c2ccccc2F)CC1
 : -7%	-0.3%	i	0.8	13%	1%	5%	-0.5%	2%	1
- CC1(C)CC2(CCO1)OC(=O)CC2C(=O)Nc1ccc(Br)cc1 (stereo not drawn)
 : -2%	·	i	0.6	·	-1%	·	·	5%	·
- NC(=O)CSc1nnc(COc2ccccc2)n1Cc1ccco1
 : -8%	-10%	i	1.0	0%	4%	-2%	1.6%	2%	1.1
- O=C(c1ccccc1F)N1CCN(S(=O)(=O)c2ccc3c(c2)OCCO3)CC1
 : 1%	0.3%	i	1.0	-1%	16%	-1%	0.4%	-5%	1.1

The last 3 compounds of the part above open the next one:
The line under a structure holds: LYP inhibition	XIAP antagonists	Myeloid diff MLP	Myeloid diff MLP GFP+ MAC1+ %	PMI inhibition	P. falciparum M17LAP	human PMI inhibition	CSM14.1 death rescue	P. falciparum M1AAP	TNAP activators
- CC1(C)CC2(CCO1)OC(=O)CC2C(=O)Nc1ccc(Br)cc1 (stereo not drawn)
 : -2%	·	i	0.6	·	-1%	·	·	5%	·
- NC(=O)CSc1nnc(COc2ccccc2)n1Cc1ccco1
 : -8%	-10%	i	1.0	0%	4%	-2%	1.6%	2%	1.1
- O=C(c1ccccc1F)N1CCN(S(=O)(=O)c2ccc3c(c2)OCCO3)CC1
 : 1%	0.3%	i	1.0	-1%	16%	-1%	0.4%	-5%	1.1
- Cc1noc(C)c1C(=O)OCC(=O)c1c[nH]c2ccccc12
 : -5%	0.8%	i	2.7	-1%	5%	-17%	-1.7%	-5%	1.2
- Cc1ccc(C(C(=O)NC2CCCC2)N(C(=O)CCC(=O)Nc2cc(C)on2)c2ccccc2)cc1 (stereo not drawn)
 : -8%	-3.0%	i	0.2	-6%	-10%	-8%	-1.7%	1%	1.1
- COc1ccc(CNC(=O)Cn2cc(C(F)(F)F)ccc2=O)cc1
 : -3%	-6.3%	i	0.5	-8%	-5%	0%	-2.1%	-1%	1.1
- CCN(C(=O)Cc1c(C(=O)O)[nH]c2ccccc12)c1cc(OC)ccc1OC
 : 2%	-4.0%	i	2.0	2%	14%	3%	·	5%	1.1
- COc1ccc(OC)c(NC(=O)CNC(=O)Cn2cnc3ccccc3c2=O)c1
 : -2%	-0.6%	i	1.0	3%	-5%	5%	-1.6%	-2%	1.1
- CCn1cc(C2=NOC(C(=O)Nc3cc(OC)c(Cl)cc3OC)C2)c(C)n1 (stereo not drawn)
 : -4%	-2.4%	i	7.9	15%	10%	7%	-1.5%	-3%	1.1
- COc1ccc(-c2csc3ncnc(Nc4ccc(O)cc4)c23)cc1
 : -5%	-5.2%	i	0.8	21%	0%	5%	-0.3%	-1%	1.1
- COc1cccc(/C=C/C(=O)OCC(=O)NCc2ccc(Cl)cc2)c1
 : -3%	-1.6%	i	0.4	0%	3%	-1%	-0.5%	6%	1.1
- CCOC(=O)C1(C)Oc2ccc(S(=O)(=O)CC)cc2NC1=O (stereo not drawn)
 : -7%	-7.7%	i	0.4	4%	-6%	4%	6.1%	0%	1.1
- COC(=O)c1c(NC(NC(=O)C(C)C)C(Cl)(Cl)Cl)sc2c1CCCC2 (stereo not drawn)
 : -6%	-5.7%	i	0.2	11%	18%	12%	1.3%	0%	1
- COc1ccc(C2C(C(C)=O)=C(O)C(=O)N2CCc2ccccc2)c(OC)c1 (stereo not drawn)
 : 1%	-3.5%	i	1.6	1%	20%	11%	-1.3%	6%	1.1
- O=C(Cn1nnc(-c2ccccc2)n1)Nc1ccc2c(c1)OCO2
 : -1%	-2.9%	i	0.5	5%	8%	2%	-2.3%	3%	1.1
- O=c1[nH]c2cc3c(cc2cc1CN(CCCO)Cc1nnnn1Cc1ccc(F)cc1)OCO3
 : -11%	-1.1%	i	1.3	4%	4%	0%	-1.6%	11%	1
- O=C(NNC1=Nc2ccccc2SC1)c1ccc(Cl)cc1
 : -6%	·	i	0.2	·	-5%	·	·	-2%	·
- COc1ccc(-c2nnc(SCC(=O)Nc3ncc(C)s3)n2-c2ccccc2)cc1OC
 : -5%	-2.4%	i	0.3	2%	16%	4%	1.7%	2%	1.1
- O=C(NCc1ccco1)c1ccc2c(c1)C(=O)c1ccccc1-2
 : -7%	2.5%	i	2.2	-21%	23%	-4%	3.2%	12%	1
- COc1cc(/C=C/C(=O)NC(C)C)ccc1OCc1ccccc1
 : 16%	-2.8%	i	0.7	0%	0%	-6%	-0.6%	3%	0.9
- CCOC(=O)c1c(C)nc2sc3c(=O)[nH]cnc3c2c1-c1ccc(OC)cc1
 : -4%	-4.1%	i	0.2	2%	7%	-2%	-4.1%	3%	1.1
- COc1cc(/C=C2\SC(=O)N(c3ccc(Cl)cc3)C2=O)cc([N+](=O)[O-])c1O
 : 92%*	-40%	i	0.2	25%	1%	26%	4.7%	9%	0.8
